# Screening data (PubChem BioAssay)
# RXFP1 ag – agonists of human relaxin receptor RXFP1. Q9HBX9. HEK293T-RXFP1 cAMP TR-FRET, 30 min; response scale: percent of porcine relaxin response, buffer zero. Potency, µM (titrated, usually from 57.5 µM), for inactives: top-dose activation, usual class: activators. actives 0.3% (n = 370,000). AID 2676; note: potency is the fitted concentration of half-maximal effect; % is set by controls: 0 for no effect and ±100 for the full control effect; nearly all actives have a fitted effect of over 60% in size; many of its hits are not listed in these tables
# Target sequence (Q9HBX9 whole entry, looked up): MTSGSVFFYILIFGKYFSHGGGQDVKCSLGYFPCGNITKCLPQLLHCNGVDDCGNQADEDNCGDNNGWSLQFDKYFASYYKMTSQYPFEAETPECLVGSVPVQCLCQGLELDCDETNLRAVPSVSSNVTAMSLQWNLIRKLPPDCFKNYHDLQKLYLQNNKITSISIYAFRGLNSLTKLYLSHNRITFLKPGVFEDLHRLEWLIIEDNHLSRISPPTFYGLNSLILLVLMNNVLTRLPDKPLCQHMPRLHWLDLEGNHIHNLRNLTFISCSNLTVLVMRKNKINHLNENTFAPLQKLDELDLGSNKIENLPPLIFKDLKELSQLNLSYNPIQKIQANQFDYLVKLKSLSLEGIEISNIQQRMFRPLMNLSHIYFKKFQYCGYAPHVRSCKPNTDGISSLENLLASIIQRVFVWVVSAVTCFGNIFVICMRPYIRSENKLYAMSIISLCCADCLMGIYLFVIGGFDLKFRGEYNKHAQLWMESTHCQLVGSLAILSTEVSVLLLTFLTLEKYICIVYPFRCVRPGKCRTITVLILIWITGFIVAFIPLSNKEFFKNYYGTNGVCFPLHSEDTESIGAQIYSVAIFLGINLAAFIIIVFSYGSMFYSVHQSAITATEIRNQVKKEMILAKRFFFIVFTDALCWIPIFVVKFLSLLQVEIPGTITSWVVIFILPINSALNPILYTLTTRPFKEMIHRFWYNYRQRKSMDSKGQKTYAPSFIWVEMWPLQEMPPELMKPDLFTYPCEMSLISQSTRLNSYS
#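 cAMP rise read by TR-FRET after 30 min, 37C compound exposure (up to 58 uM) in RXFP1-transfected HEK293 cells with Ro 20174 present. EC50 from Hill-equation fits, with 29 nM porcine relaxin as 100% and buffer as basal.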
# Vif-A3G inh – inhibitors of Vif-APOBEC3G interaction. actives 0.076% (n = 410,000). Potency, µM (titrated, usually from 46.1 µM), for the others: at the highest dose activity, negative = active, actives largely listed as inhibitors. Q9HC16. AID 602310. HeLa A3G-eYFP + Vif (tagged APOBEC3G with the HIV-1 protein that degrades it), YFP fluorescence, overnight;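 note: potency is the fitted concentration of half-maximal effect; % is set by controls: 0 for no effect and ±100 for the full control effect; nearly all actives have a fitted effect of over 60% in size; hits raise eYFP signal because A3G escapes Vif-driven loss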
# Target sequence (Q9HC16 whole entry, looked up): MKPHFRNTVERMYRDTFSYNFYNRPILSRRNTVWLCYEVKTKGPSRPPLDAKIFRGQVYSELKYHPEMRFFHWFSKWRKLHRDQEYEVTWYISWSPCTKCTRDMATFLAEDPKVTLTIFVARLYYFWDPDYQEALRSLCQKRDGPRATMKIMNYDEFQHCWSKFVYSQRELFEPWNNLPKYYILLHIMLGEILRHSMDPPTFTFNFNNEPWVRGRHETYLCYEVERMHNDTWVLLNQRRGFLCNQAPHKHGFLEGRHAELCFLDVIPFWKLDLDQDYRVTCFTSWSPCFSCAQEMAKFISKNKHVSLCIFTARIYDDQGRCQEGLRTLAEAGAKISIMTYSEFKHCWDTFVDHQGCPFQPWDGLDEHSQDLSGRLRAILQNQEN
#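 Read-out is eYFP fluorescence (Ex 488/Em 500-530) from Vif-expressing HeLa A3G-eYFP cells; more signal means A3G escaped Vif-mediated degradation. Cells plated overnight, compound pinned in, incubated overnight at 37 deg C.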
# D2 potentiator – D2 dopamine receptor (human) potentiation | P14416 | HEK293 T-REx D2, calcium flux, EC20 dopamine potentiation | potentiation, % at 10 µM | actives 0.34% (n = 340,000);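 active = potentiation over 3 SD above the plate norm, cut at about 30% in these data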; note: 0% is about no effect
#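 Calcium flux readout, no-wash dye, 1 read/s. Inducible HEK293 Trex D2 line, overnight 30 C. Compound alone 180 s (agonist flags), then EC20 dopamine, another 180 s to score potentiation.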
# GRP78 ERSR act – ER stress response induction in glioma; U87-MG GRP78 promoter luciferase reporter, 16 h; actives 0.02% (n = 420,000); Potency, µM, for the others: top-dose activation, most hits filed as activators; note: potency is the fitted concentration of half-maximal effect; series mostly up to about 76 µM; % of control where 0% means no effect; nearly all actives have a fitted effect of over 35% in size
#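 ERSR induction read as luciferase luminescence (Bright-Glo, 10 min at room temperature) in stably transfected human U87-MG glioma cells exposed to compounds for 16 h, using GRP78 as sensor.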
# D1 antag – blocks dopamine activation of the human D1 receptor; AID 504652; actives 3.2% (n = 360,000); activity change, negative = inhibition, % at 10 µM; HEK293 TREx D1 cells, calcium flux, dopamine EC80; stronger effect = lower value; P21728; in the data active = activity change below about -30%; note: % is set by controls: 0 for no effect and ±100 for the full control effect
#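 Tetracycline-induced HEK293 T-REx cells with force-coupled D1 receptor were loaded with a no-wash calcium dye. Compound was added after a 10 s baseline and read kinetically for 180 s; EC80 dopamine was then added and calcium flux followed another 180 s.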
# D1 PAM – potentiators of human D1 dopamine receptor | potentiation, % at 10 µM | HEK293 TREx D1 cells, calcium flux, dopamine EC20 potentiation | P21728 | AID 504651 | actives 0.036% (n = 360,000); in the data active = potentiation above about 30%; note: 0% is about no effect
# RXFP1 antag – blocks the human relaxin receptor RXFP1; AID 1259400; activity change, negative = inhibition, % at 57.5 µM; HEK293-RXFP1, relaxin-stimulated cAMP HTRF, 30 min; stronger effect = lower value; actives 0.59% (n = 350,000); Q9HBX9;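 active = activity change of -60% or lower, but not beyond a set lower limit; inconclusive = change between -60% and -40%, or beyond the set limit; inactive = change above -40%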; note: % is set by controls: 0 for no effect and ±100 for the full control effect
# Vif-APOBEC3F blk – Vif-A3F binding inhibition; HeLa A3F-eYFP + Vif (tagged APOBEC3F with the HIV-1 protein that degrades it), YFP fluorescence increase; actives 0.2% (n = 390,000); Potency, µM (titrated, usually from 46.1 µM), without a hit: top-dose activity, negative = active; note: potency is the fitted concentration of half-maximal effect; % of control where 0% means no effect; nearly all actives have a fitted effect of over 65% in size
#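 Fluorescence increase (Ex 488/Em 500-530) after overnight compound treatment at 37 deg C flags inhibition of Vif-driven A3F-eYFP loss in stable HeLa A3F-eYFP/Vif cells seeded overnight beforehand.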
# D1 agonist – activates the human D1 dopamine receptor; P21728; HEK293 T-REx D1 cells, calcium flux, agonist mode; activation, % at 2 µM; actives 1% (n = 360,000); AID 504660; in the data active = activation above about 30%; note: 0% is about no effect
#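 Inducible HEK293 T-REx D1 cells, force-coupled to calcium signalling, were plated at 4000 cells/well with tetracycline and held overnight at 30 C. After no-wash calcium dye loading, compound-evoked calcium rise over 180 s flagged agonists.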
# * marks the source's active call; other numbers are inactive results; ? = inconclusive; · = no result given; & = joins results of further samples. Unless noted, calls come from the whole dose curve; as a rule, active = well fitted curve in the direction sought with a large enough effect; inconclusive = small, poorly fitted or top-dose-only effect, or another doubt; inactive = no such curve, though single readings can be large; an effect the other way counts as inactive or inconclusive. Not all compounds are listed (hit frequency here may not be typical).
SMILES,RXFP1 ag,Vif-A3G inh,D2 potentiator,GRP78 ERSR act,D1 antag,D1 PAM,RXFP1 antag,Vif-APOBEC3F blk,D1 agonist
CCCn1c(NCc2c[nH]c3ccccc23)nc2ccccc21,0.7%,-1%,·,0%,13,-6,-20,-7%,6
COc1ccccc1NC(=O)CSc1nncn1-c1ccccc1,1.6%,-2%,4,-2%,2,4,4,3%,1
CC(=O)NNS(=O)(=O)c1scc(S(=O)(=O)c2ccc(Cl)cc2)c1C,0.0%,2%,12,-2%,10,-3,6,-2%,1
O=C(c1cccs1)N1CCCC(c2nc3c(nnn3Cc3ccccc3)c(=O)[nH]2)C1 (stereo not given),-0.6%,-9%,4,9%,7,-5,-2,6%,1
Cc1ccc(S(=O)(=O)NC(=O)NC(C)Cc2ccccc2)cc1 (stereo not given),17%,-1%,-22,-1%&0%,-11,2,4,-5%,0
O=C(NC(=S)Nc1ccccc1N1CCCCC1)c1ccco1,0.7%,-5%,-4,-7%,6,1,-9,0%,4
CC/C(=N\NC(=O)C(N)=O)c1ccccc1O,-0.7%,-2%,6,-4%,4,-2,6,-3%,5
COCc1nnc(NC(=O)C2CC(=O)N(CCc3ccc(F)cc3)C2)s1 (stereo not given),-0.4%,-2%,-7,-1%,-10,-3,-17,11%,0
Cc1ccc(CNC(=O)NCc2noc3ccc(C)cc23)cc1,-1.2%,4%,-2,-1%,6,1,-31,-17%,1
O=C(CSc1nnc(-c2ccccc2O)o1)Oc1ccc(Br)cc1,-1.5%,0%,·,0%,·,0,-6,-5%,-2
CC(C)(C)C(=O)NC(=S)NNC(=O)c1ccc(Cl)cc1Cl,-0.3%,0%,-37,?,111,8,-17,3%,397*
CCNc1nc(NC(C)C)nc(Oc2ccc(OCCOc3ccc(C)cc3)nn2)n1,2.6%,2%,9,-3%,-9,-6,-25,-4%,4
CCOC(=O)N1CCc2c(sc(NC(=O)CCS(=O)(=O)c3ccccc3)c2C(N)=O)C1,-1.0%,-9%,1,-4%,6,0,2,-2%,2
Fc1ccccc1-c1n[nH]c(=S)n1/N=C/c1c[nH]c2ccccc12,0.5%,-6%,2,0%,-10,-1,-109*,?,0
COc1cc(N=Nc2ccc3ccccc3c2)ccc1O,2.4%,-18%,-1,10%,4,-3,0,-11%,5
Cc1ccc(-c2noc(CN3C(C)CCCC3C)n2)cc1 (stereo not given),-0.3%,-1%,11,-2%,5,7,·,1%,-2
Cc1cccc(N(C(=O)c2sc(C)nc2C)C(C(=O)NCc2ccco2)c2ccccc2)c1 (stereo not given),0.1%,-4%,1,-5%,4,-3,-7,-2%,2
Nc1ccc2nc(-c3cccs3)[nH]c2c1,27%,-3%,9,3%,1,-5,17,0%,-1
COc1cccc(NC(=O)COc2cccc(-n3cnnn3)c2)c1,0.9%,-1%,6,-2%,12,2,1,-16%,0
COC(=O)c1sc(S(=O)(=O)N2CCCCC2C(=O)O)c(C(=O)OC)c1C (stereo not given),1.3%,-6%,3,-4%,6,-2,2,-7%,3
O=C(CNCc1ccccc1)Nc1ccc(Oc2ccccc2)cc1,0.0%,-27%,2,-3%,1,0,-14,-19%,5
S=c1[nH]nc(-c2ccccc2)n1CC1CCCO1 (stereo not given),1.7%,-1%,3,-5%,3,2,-12,-5%,2
COc1ccc(C)cc1NC(=O)C(Sc1ccccc1)c1ccccc1 (stereo not given),-0.8%,·,-5,·,-12,2,·,·,7
Cc1ccc(SCCOCCN2CC(C)OC(C)C2)cc1 (stereo not given),-1.5%,-6%,21,-4%,1,-2,-8,12%,6
CCOC(=O)C1CCCN(C(=O)c2ccc(OC)c([N+](=O)[O-])c2)C1 (stereo not given),2.3%,0%,1,-3%,9,-4,18,-13%,2
# Next entries.
SMILES,RXFP1 ag,Vif-A3G inh,D2 potentiator,GRP78 ERSR act,D1 antag,D1 PAM,RXFP1 antag,Vif-APOBEC3F blk,D1 agonist
CCOc1ccc(C(=O)c2cn(Cc3ccc(F)cc3)c3ccc(F)cc3c2=O)cc1,-2.0%,3%,-3,-3%,-1,-2,-15,0%,3
Oc1ccc2nnc3c(Br)cnn3c2c1,12%,-1%,6,-1%,1,-2,6,-19%,171*
COc1ccccc1NC(=O)C1=C(C)Nc2nc(SCC(=O)c3ccc(C)cc3)nn2C1c1ccc(F)cc1 (stereo not given),4.9%,-2%,11,-3%,-1,1,0,-12%,2
Cc1nn(CC(=O)NCCCN2CCC(N3CCCCC3)CC2)c(=O)c2cc(-c3ccccc3)nn12,1.7%,1%,5,-2%,6,-4,14,6%,0
O=C1C(=O)N(CNc2cccnc2)c2ccccc21,0.4%,0%,-1,-1%,3,-15,-4,4%,3
CCOC(=O)[C@H](CCc1ccccc1)N[C@@H](C)C(=O)N1[C@H](C(=O)O)C[C@@H]2CCC[C@@H]21,·,-1%,·,-3%,·,·,10,3%,·
CCCCC1=CC2=C(c3ccco3)C(=O)C(C)(OC(=O)c3ccc(OC)cc3)C(=O)C2=CN1Cc1ccc(OC)cc1 (stereo not given),14%,·,25,·,-2,6,·,·,12
OC(COc1ccc(OCC(O)CN2CCN(Cc3ccccc3)CC2)cc1)CN1CCN(Cc2ccccc2)CC1 (stereo not given),·,3%,·,-6%,·,·,-12,-9%,·
CC1(C(=O)N2CC3(CC(c4ccccc4)=NO3)C[C@H]2C(=O)NCC(N)=O)CC1 (stereo not given in full),3.8%,0%,3,0%,-15,-6,·,-2%,3
CCOC(=O)c1ccc(NC(=S)NC(=O)COc2ccccc2)cc1,2.4%,1%,-5,-1%,-17,-6,3,-1%,10
CCC1=Nc2cc(C(=O)NCCN3CCCC3)ccc2Sc2ccccc21,-1.7%,7%,3,-4%,-30*,-8,-35,-3%,16
CC1=C(C(=O)Nc2ccccc2)C(c2cc(Br)ccc2F)n2ncc(C(=O)Nc3ccccc3)c2N1 (stereo not given),1.8%,-4%,-11,-1%,-8,-6,-1,-6%,6
COc1ccc(C(=O)COC(=O)CCNS(=O)(=O)c2ccccc2)cc1Br,-5.1%,-1%,4,3%,12,-1,-3,?,4
O=C(CN(Cc1ccccc1)C(=O)CCC(=O)Nc1ccccn1)NCc1ccc(F)cc1,-0.8%,-1%,-9,-1%,-14,-2,1,-3%,4
CC(C)(C#N)Nn1cnnc1,-1.0%,-2%,-30,-1%,5,-1,5,-7%,2
O=C1NC(=Nc2ccccc2Br)SC1(CO)CO,-2.3%,-4%,-5,0%,5,-7,9,-1%,-1
CCC(C)[C@H](NC(=O)C1CCC(CNC(=O)[C@@H]2CCCN2C(=O)OC(C)(C)C)CC1)C(=O)O (stereo not given in full),-0.8%,1%,·,-1%,2,-3,2,-1%,2
Cc1ccc(C(=O)OCC(=O)Nc2cccc(S(=O)(=O)N3CCOCC3)c2)o1,2.5%,-2%,3,-2%,1,-2,2,4%,3
O=C(NCC(c1cccs1)N1CCOCC1)c1cc(S(=O)(=O)N2CCOCC2)c(Cl)cc1Cl (stereo not given),1.2%,2%,5,-3%,0,-4,-9,3%,1
O=C(COc1ccccc1Cl)Nc1ccccc1C(=O)Nc1cccc(C(=O)O)c1,1.5%,-6%,-1,-6%,7,2,-5,0%,3
CSc1ccccc1OCc1cc(C(=O)NC2CCOC2)no1 (stereo not given),-3.0%,2%,10,8%,-14,-8,-3,1%,1
O=C(O)CCCN(Cc1cccc(Br)c1)S(=O)(=O)c1ccc(Br)cc1,0.9%,-7%,17,-5%,23,0,11,-56%,2
Cn1c(-n2cccc2)c(-c2c(-c3ccc(F)cc3)[nH]c3c2c(=O)[nH]c(=O)n3C)c(=O)[nH]c1=O,-1.0%,2%,-5,-4%,0,0,-8,4%,0
CCCC(=O)C1CCN(Cc2ccccc2)CC1,-0.1%,1%,-18,-2%,4,-8,8,-14%,2
O=C(COc1ccc([N+](=O)[O-])cc1)NC(C(=O)O)C(O)c1cccc([N+](=O)[O-])c1 (stereo not given),0.7%,-5%,-8,0%,9,-2,-9,-3%,2
# Continuation:
SMILES,RXFP1 ag,Vif-A3G inh,D2 potentiator,GRP78 ERSR act,D1 antag,D1 PAM,RXFP1 antag,Vif-APOBEC3F blk,D1 agonist
COc1ccc(/C=C2\CCCC(C(=O)C(F)(F)F)=C2O)cc1,-0.6%,2%,17,-1%,3,2,-3,6%,4
Cc1cc(C)cc(N(CC(=O)NCc2ccco2)C(=O)CCC(=O)Nc2nccs2)c1,1.2%,2%,7,-5%,-8,-2,-10,-11%,1
COc1ccc(Cl)cc1NC(=O)c1oc2ccc(S(=O)(=O)N3CCCCC3)cc2c1C,4.0%,-3%,-11,-5%,-9,0,-6,-2%,-3
CCN(CC(=O)Nc1c(F)cccc1F)C(=O)c1ccc(C)c(S(=O)(=O)N2CCCCC2)c1,0.1%,-3%,9,1%,23,15,11,3%,1
CCOc1ccc(Nc2c(S(=O)(=O)c3ccc(C)cc3)cnc3cc(OC)c(OC)cc23)cc1,0.0%,-7%,0,0%,26,-2,-4,3%,0
Cc1ccccc1-c1nnn(CC(=O)Nc2ccc3c(c2)OCCO3)n1,0.7%,-7%,-3,0%,-19,1,-6,-5%,13
CCCCNC(=O)Cn1c(-c2ccc(OC)cc2)noc1=O,0.3%,1%,16,0%,-23,-8,24,-4%,0
O=C(NCC1CCCO1)c1c(O)nc2sccn2c1=O (stereo not given),4.7%,-4%,-1,-3%,2,-6,-2,3%,1
CC/C=C/C(=O)N1CC2(CC(c3cccc(NC(=O)CC(c4ccccc4)c4ccccc4)c3)=NO2)C[C@@H]1C(N)=O (stereo not given in full),0.5%,-6%,-8,-2%,22,1,·,0%,5

# An excerpt from above, reduced to RXFP1 antag, Vif-A3G inh and D2 potentiator:
canonical_smiles	RXFP1 antag	Vif-A3G inh	D2 potentiator
Cc1ccccc1-c1nnn(CC(=O)Nc2ccc3c(c2)OCCO3)n1	-6	-7%	-3
O=C(NCC1CCCO1)c1c(O)nc2sccn2c1=O (stereo not given)	-2	-4%	-1

# D1 agonist: hit marks shown above.
structure	RXFP1 ag	Vif-A3G inh	D2 potentiator	GRP78 ERSR act	D1 antag	D1 PAM	RXFP1 antag	D1 agonist
CC(C)(C)C(=O)NC(=S)NNC(=O)c1ccc(Cl)cc1Cl	-0.3%	0%	-37	?	111	8	-17	397*
Oc1ccc2nnc3c(Br)cnn3c2c1	12%	-1%	6	-1%	1	-2	6	171*
